Apaf-1 inh: inhibitors of human Apaf-1 apoptosome, primary screen, biochemical, DEVD-Rh110 fluorescence, uHTS. Apoptotic protease-activating factor 1 (Homo sapiens), O14727. reconstituted apoptosome caspase-3 activity. inhibition, % at 20 µM. hit rate 0.71% among 330,000. AID 489030, 2010; active means inhibition of at least 40% at 20 µM;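 further: plate controls were DMSO wells for no effect and DEVD-CHO caspase inhibitor wells for full effect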
Target sequence (O14727 whole entry, looked up): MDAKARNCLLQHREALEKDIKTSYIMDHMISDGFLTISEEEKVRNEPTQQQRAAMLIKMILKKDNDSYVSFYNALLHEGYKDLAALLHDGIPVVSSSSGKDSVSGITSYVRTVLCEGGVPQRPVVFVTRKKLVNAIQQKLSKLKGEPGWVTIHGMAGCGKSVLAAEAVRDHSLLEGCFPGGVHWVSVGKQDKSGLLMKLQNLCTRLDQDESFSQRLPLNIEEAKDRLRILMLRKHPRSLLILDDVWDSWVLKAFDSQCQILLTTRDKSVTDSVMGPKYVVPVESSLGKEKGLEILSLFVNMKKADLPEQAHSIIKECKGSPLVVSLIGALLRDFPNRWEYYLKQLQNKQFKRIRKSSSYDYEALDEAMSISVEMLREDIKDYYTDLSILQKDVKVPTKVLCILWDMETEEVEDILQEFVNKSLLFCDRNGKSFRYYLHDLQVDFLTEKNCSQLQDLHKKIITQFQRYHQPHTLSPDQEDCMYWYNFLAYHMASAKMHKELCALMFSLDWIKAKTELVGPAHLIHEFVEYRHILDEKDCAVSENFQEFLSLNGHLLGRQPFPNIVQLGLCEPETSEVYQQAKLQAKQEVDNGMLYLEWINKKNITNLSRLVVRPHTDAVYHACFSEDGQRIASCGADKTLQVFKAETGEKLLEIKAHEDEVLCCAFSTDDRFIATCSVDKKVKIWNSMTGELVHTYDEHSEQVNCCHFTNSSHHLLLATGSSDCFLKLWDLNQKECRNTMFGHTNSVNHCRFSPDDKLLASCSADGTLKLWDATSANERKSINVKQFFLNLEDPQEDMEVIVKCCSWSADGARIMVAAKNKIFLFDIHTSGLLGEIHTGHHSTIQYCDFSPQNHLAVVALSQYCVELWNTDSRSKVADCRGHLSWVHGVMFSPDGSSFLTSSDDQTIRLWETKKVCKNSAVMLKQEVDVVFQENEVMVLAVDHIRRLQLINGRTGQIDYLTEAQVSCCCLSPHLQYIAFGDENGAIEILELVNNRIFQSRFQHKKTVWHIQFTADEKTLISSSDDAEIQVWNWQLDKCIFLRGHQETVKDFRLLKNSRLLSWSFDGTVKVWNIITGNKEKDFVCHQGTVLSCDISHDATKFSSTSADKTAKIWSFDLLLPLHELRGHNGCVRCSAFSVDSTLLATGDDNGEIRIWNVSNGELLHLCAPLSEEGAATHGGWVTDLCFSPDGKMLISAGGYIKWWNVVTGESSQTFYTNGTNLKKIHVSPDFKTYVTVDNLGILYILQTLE
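Material: cell-free apoptosome with Apaf-1, procaspase-3 and caspase-9; Buffer or medium: Hepes pH 7.5 with detergent and BSA; Reagent: cytochrome c trigger plus (Z-DEVD)2-Rh110 caspase-3 substrate; Times: compound with Apaf-1, dATP, procaspase-3 30 min, then 50 min reaction, room temperature; Technique: Rh110 fluorescence intensity.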
UBC13 inh: UBC13 polyubiquitin chain formation inhibitors, primary screen, biochemical, TR-FRET, uHTS; Ubiquitin-conjugating enzyme E2 N (Homo sapiens), P61088; inhibition, % at 20 µM; hit rate 0.47% among 330,000; in the data active means inhibition above about 45%, passing the limit was not always enough
SENP8 inh: SENP8 protease inhibitors, primary screen, biochemical, luminescence | Sentrin-specific protease 8 (Homo sapiens), Q96LD8 | purified SENP8, Z-RLRGG-aminoluciferin cleavage | inhibition, % at 10 µM | hit rate 1.2% among 330,000 | AID 2540, 2010
EBI2 antag: EBI2 receptor antagonists, beta-arrestin recruitment, primary screen, cell-based, luminescence, 7a,25-OHC stimulation, uHTS; inhibition, % at 5 µM; G-protein coupled receptor 183 (Homo sapiens), P32249; 7a,25-OHC stimulated; hit rate 0.81% among 360,000; in the data active means inhibition above about 38%;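 further: enzyme fragment complementation signal reports receptor beta-arrestin coupling in cells; 0% = agonist plus DMSO wells and 100% = wells without agonist; some results beyond the cut were filed as inactive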
Jurkat NFkB inh: inhibitors of induced NF-kB luciferase reporter, primary screen, TCR NF-kB activation inhibitor project, cell-based, luminescence, uHTS. Jurkat, PMA/ionomycin-induced NF-kB luciferase reporter. inhibition, % at 4 µM. hit rate 0.53% among 330,000. AID 435003, 2010
CCR6 antagonist: CCR6 receptor antagonists, primary screen, cell-based, CHO-K1, luminescence, beta-arrestin, uHTS. C-C chemokine receptor type 6 (Homo sapiens), P51684. CHO-K1 CCR6 PathHunter beta-arrestin, CCL20-stimulated. inhibition, % at 20 µM. hit rate 0.49% among 340,000;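 active means compounds whose inhibition of the agonist-driven luminescence signal at 20 µM reaches about 50%, limit read from the data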;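 further: cells stimulated with CCL20 at 14 nM final; plate controls were DMSO with CCL20 for no effect and DMSO without agonist for full effect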
Gli-Sufu antag: Gli-Sufu pathway antagonists, primary screen, luciferase luminescence, Sufu-KO-LIGHT cells, uHTS. Sufu-KO-LIGHT fibroblasts, Gli luciferase reporter luminescence. inhibition, % at 5 µM. hit rate 0.74% among 340,000;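 active means inhibition above about 55%, limit read from the data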;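 further: 0% = DMSO-treated cells and 100% = wells with medium but no cells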
697 NFkB inh: inhibitors of PMA/ionomycin-induced NF-kB reporter, 697 cells, primary screen, B-cell NF-kB inhibitor project, cell-based, luminescence, uHTS | 697 B-cell NF-kB luciferase reporter, 16 h | inhibition, % at 4 µM | hit rate 0.33% among 330,000; in the data active means inhibition above about 35%
Starred values were filed as active, the others as inactive; / = not tested or not shown. Unless noted, no stated cut-off is given here; in the data, active means inhibition above about 50%; inactive means the rest.

SMILES	Apaf-1 inh	UBC13 inh	SENP8 inh	EBI2 antag	Jurkat NFkB inh	CCR6 antagonist	Gli-Sufu antag	697 NFkB inh
O=C(c1ccc(Cl)c(S(=O)(=O)N2CCOCC2)c1)N1CCCCCC1	2	4	5	-7	1	6	25	4
CC1(C)Cc2ccccc2C(=NC(Cc2ccccc2)C(=O)O)N1 (stereo not given)	-3	-6	2	4	-12	8	/	-14
CC(=O)[C@@H]1[C@@H]2C(=O)N(C3CCCCC3)C(=O)[C@@H]2C2c3ccccc3C=CN21 (stereo not given in full)	84*	-1	28	/	8	/	/	13
COc1ccc(C(=O)N2CCN(Cc3ccccc3C)CC2)cc1OC	-2	5	-2	15	8	-13	-4	17
Cc1ccc(NC(=O)C(=O)NCCOc2ccc(Cl)cc2)c(C)c1	-7	3	-1	-7	5	4	0	19
Cc1ccc2nc(-c3sc4nc(C)ccc4c3N)[nH]c2c1	2	-9	24	6	-108	-6	-149	-63
CCN(CC(=O)Nc1ccc(NC(C)=O)cc1)C(=O)/C=C/c1ccccc1	-4	-2	-10	-7	20	-3	-7	24
COC(=O)CC(=O)N1CCN(c2ccc(Cl)c(Cl)c2)CC1	7	-5	-3	-6	-16	13	3	-20
O=C(CSc1nnnn1-c1cccc2ccccc12)Nc1ccc(C(=O)O)cc1	-13	-1	1	2	14	16	8	3
C/C(CC(=O)c1ccccc1)=N\NC(=O)CC#N	-8	4	5	11	4	0	-8	10
O=C(O)COc1ccc(S(=O)(=O)NCCc2ccccc2)cc1	4	9	3	0	-2	3	-16	10
CCOC(=O)C1=C(C)NC(=S)NC1/C=C/c1ccccc1 (stereo not given)	-8	0	-3	4	7	10	25	8
CCCCN(CCCC)c1ncnc2nc[nH]c12	-1	29	-2	4	14	-6	-4	-1
CC(=O)Nc1cccc(NC(=O)CSc2ccc(-c3ccco3)nn2)c1	-13	3	-1	-7	13	-20	-1	-11
COc1ccc(C(=O)N/N=C\c2coc3ccccc3c2=O)cc1	-22	11	-15	-4	1	-16	1	9
COCCN1CC(=O)N2C(c3cccc(C)c3)c3[nH]c4ccccc4c3C[C@H]2C1=O (stereo not given in full)	6	4	-5	-6	-2	0	-13	-3
CC(C)CCn1c(=O)c2ccccc2n2c(CN3C(=O)NC4(CCC(C)CC4)C3=O)nnc12 (stereo not given)	26	-7	5	-11	3	17	-3	11
Cc1noc(C)c1S(=O)(=O)Nc1ccc(C(=O)N2CCN(c3ccc(Cl)cc3)CC2)cc1	8	-3	-6	0	1	1	25	-16
O=C(NCC1CCCO1)C1CCN(S(=O)(=O)c2cccc3nonc23)CC1 (stereo not given)	-11	-17	-2	-5	-7	19	1	4
COC(=O)c1ccc(C2C(C(C)=O)=C(O)C(=O)N2CCO)cc1 (stereo not given)	-7	0	6	-6	-1	-42	1	10
CC(C)C[C@@H](C(=O)NCC1CCCO1)N1C(=O)N2CCc3c([nH]c4ccccc34)[C@@]2(C)C1=O (stereo not given in full)	10	-7	-12	-3	5	3	5	-36
CC(=O)c1ccc(NC(=S)N2CCN(c3cccc(Cl)c3)CC2)cc1	-2	-3	-9	2	0	11	15	4
COc1ccccc1N1CCN(C(=O)CSc2nc(C)cc(=O)[nH]2)CC1	-7	2	0	1	-4	10	-8	13
Cc1cc(-c2nnc(SCc3cccnc3)o2)no1	-11	4	10	-12	-16	3	-10	-10
Cc1cc(NC(=O)/C(C#N)=C/c2ccc(-c3cccc(C(F)(F)F)c3)o2)n(-c2ccccc2)n1	4	-3	-3	10	12	25	-3	1

Next part; it opens with the 5 that closed the last part.
SMILES	Apaf-1 inh	UBC13 inh	SENP8 inh	EBI2 antag	Jurkat NFkB inh	CCR6 antagonist	Gli-Sufu antag	697 NFkB inh
CC(C)C[C@@H](C(=O)NCC1CCCO1)N1C(=O)N2CCc3c([nH]c4ccccc34)[C@@]2(C)C1=O (stereo not given in full)	10	-7	-12	-3	5	3	5	-36
CC(=O)c1ccc(NC(=S)N2CCN(c3cccc(Cl)c3)CC2)cc1	-2	-3	-9	2	0	11	15	4
COc1ccccc1N1CCN(C(=O)CSc2nc(C)cc(=O)[nH]2)CC1	-7	2	0	1	-4	10	-8	13
Cc1cc(-c2nnc(SCc3cccnc3)o2)no1	-11	4	10	-12	-16	3	-10	-10
Cc1cc(NC(=O)/C(C#N)=C/c2ccc(-c3cccc(C(F)(F)F)c3)o2)n(-c2ccccc2)n1	4	-3	-3	10	12	25	-3	1
CCOc1cc(C(=O)N2CCOCC2)ccc1OCc1ccccc1	5	-8	-5	-10	-5	-12	-14	16
COc1ccccc1NC(C)=[N+](C)CCNS(=O)(=O)c1ccc(Cl)cc1	-6	1	4	-1	-16	18	16	16
COc1ccc(NC(C)=O)cc1NC(C)c1nc2sc(C)c(C)c2c(=O)[nH]1 (stereo not given)	9	6	-5	4	3	5	4	-6
Cc1ccc(C(=O)N=c2sccn2C)cc1S(=O)(=O)N1CCOCC1	-2	-6	-6	3	-52	-2	-58	-26
Cc1nc([N+](=O)[O-])cn1CC(=O)c1ccc(OC(F)(F)F)cc1	16	-8	-12	0	-4	8	-8	1
CCOC(=O)/C(C#N)=C/c1cc(C)n(-c2ccccc2)c1C	16	-11	-3	21	-81	4	-21	-289
COc1ccc(OC)c(NC(=O)COC(=O)CN2C(=O)NC3(CCCC3)C2=O)c1	-4	6	-6	-4	4	4	0	10
O=C(O)c1cccc(COCC(F)(F)C(F)F)c1	-20	7	3	0	0	1	-12	3
COC(=O)c1sccc1N/N=C(\C)c1ccc(F)c(Cl)c1	-11	10	-10	2	-9	-12	1	3
CCC1(CC)NC(=O)N(CC(=O)OCn2nnc3ccccc3c2=O)C1=O	7	-2	-2	-2	-7	-14	8	9
CC1CCN(S(=O)(=O)c2ccc(NC(=O)Cn3nnc(-c4ccccc4)n3)cc2)CC1	3	-3	1	27	-3	9	-23	14
CC1CCc2nn(CC(=O)NCc3ccco3)cc2C1 (stereo not given)	-2	1	2	-5	2	6	36	-14
Cc1cc(CNC(=O)COc2ccc([N+](=O)[O-])cc2)c2ccccc2n1	-4	0	-3	-8	-3	-6	3	-13
[O-]/C(=C(\C(=S)Nc1ccc(SC(F)F)cc1)[n+]1ccccc1)c1cc(Cl)ccc1Cl	0	17	0	14	-71	16	9	-61
CN1C(=O)C(CC(=O)Nc2ccc(F)cc2)N(NC(=O)c2cccc(F)c2)C1=S (stereo not given)	-3	-4	-14	4	-10	13	-9	-7
CC1(C)COC(c2cc([N+](=O)[O-])ccc2Cl)=N1	2	-5	-3	-9	14	-13	0	9
Cc1sc(NC(=O)CN(Cc2ccc(F)cc2)C(=O)C(C)(C)C)c(C(N)=O)c1C	7	1	-1	1	13	22	12	-13
CCc1nc(SCC(=O)OC(C)C)c2ccccc2n1	5	8	-4	-6	1	1	3	-20
Cc1ccc(C)c(NC(=O)C(C)N2C(=O)c3ccccc3C2=O)c1 (stereo not given)	-15	-1	-8	4	-1	12	-3	-4
Cc1ccc2c(c1)N(C(=O)c1ccco1)C(C)(C)c1ssc(=S)c1-2	0	-14	4	21	-3	35	9	16
O=C(N/N=C/c1coc2ccccc2c1=O)c1cc(O)cc(O)c1	-8	2	-18	-2	11	-21	-3	5
O=C(CCSc1ccc(F)cc1)NNC(=O)c1ccccc1Cl	-4	10	2	-17	-8	-4	4	15
COC(=O)c1ccccc1NC(=O)c1ccccc1N(C)S(C)(=O)=O	4	2	-13	-10	3	-5	4	-5
Cc1nonc1C(=O)N/N=C/c1ccc(O)c(O)c1	-5	14	96*	-11	0	7	14	-102
O=C(CN1CCCCC1)Nc1cc(Cl)ccc1Cl	-19	6	1	10	-4	12	-13	-5
Going on with the list.
SMILES	Apaf-1 inh	UBC13 inh	SENP8 inh	EBI2 antag	Jurkat NFkB inh	CCR6 antagonist	Gli-Sufu antag	697 NFkB inh
CCN(CC)CCCn1c(=S)[nH]c2ncccc2c1=O	9	-17	-4	-8	-11	-18	-7	-28
O=C(CN1CCc2ccccc2C1)Nc1ccccc1F	3	-3	-1	4	-2	9	30	6
CCCn1ncc(CN2CCC(n3nccc3NC(=O)CCc3ccccc3)CC2)c1C	3	2	4	3	9	6	45	-1
COC(=O)C1=C[C@@H](C(=O)OC)[C@@H]2C3=C(C(=O)[C@@]2(C)NC(=O)c2ccccc2)[C@H](c2ccccc2)n2c(=O)n(-c4ccccc4)c(=O)n2[C@@H]3C1	-2	1	3	/	2	7	13	15
O=C(N[C@@H](Cc1ccccc1)C(=O)N1CCN(S(=O)(=O)c2ccc(F)cc2)CC1)c1ccco1	1	3	2	-13	2	1	-5	-10
CCCCNC(c1ccccc1)c1ccncc1 (stereo not given)	-2	-4	-5	-5	17	-10	2	14
CCOC(=O)CC(=O)CSc1nc2c(sc(=S)n2-c2ccccc2)c(=O)[nH]1	9	-6	4	-14	-3	-6	9	-9
C#CCN(C)CC/C=C1\c2ccccc2CSc2ccccc21	18	0	-5	6	-11	12	-13	-49
CCCn1nc(C(=O)Oc2ccc3c(C)cc(=O)oc3c2)c2ccccc2c1=O	2	18	-1	-4	10	3	4	11
Cc1cccc(NC(=O)C2C3C=CC4(O3)C2C(=O)N(CCCN2CCCC2)C4C(=O)NC2CCCC(C)C2C)c1 (stereo not given)	3	6	11	-12	17	1	-16	12
Cc1cc(NC(=O)c2ccc(C)s2)n(-c2ccccc2)n1	-2	-1	-3	-3	-9	-1	6	19
COCCN(C(=O)COC(=O)CCOc1ccccc1)c1c(N)n(Cc2ccccc2)c(=O)[nH]c1=O	3	-1	-12	9	4	3	-6	20
COc1ccc(NS(=O)(=O)c2ccc(C)c(C(=O)N3CC(C)OC(C)C3)c2)cc1 (stereo not given)	9	-8	2	-9	-53	3	-10	-48
CCOC(=O)C1CCN(C(=O)Cc2ccccc2OC)CC1	2	-1	-4	-3	-13	-2	-4	9
O=C(C[n+]1cccc(/C=N/O)c1)N1CCCCCC1	-4	-6	-8	-6	2	-7	-3	19
Cc1ccc(-c2nnc(N3CCCCCC3)c3ccccc23)cc1	29	3	3	3	-11	21	-15	-18
CC1CN(c2ccc([N+](=O)[O-])nc2)CC(C)O1 (stereo not given)	0	-25	-3	-4	8	2	-10	-8
Cc1cc(C)c(S(=O)(=O)Nc2ccc3c(c2)CCC3)c(C)c1	19	7	6	17	17	24	7	-14
Cc1nn(-c2ccccc2)c(C)c1NS(=O)(=O)c1ccccc1	-13	7	-1	-11	10	21	-11	17
CCOC(=O)N1CCC(NC(=O)CSCc2nc(-c3ccc(C)cc3)oc2C)CC1	-7	-6	2	4	6	-4	-3	-12
COc1ccc(Cl)cc1NC(=O)CSc1nc(N2CCCCC2)nc(N2CCCCC2)n1	-2	-13	1	1	-3	13	3	7
CCCc1cc(=O)oc2cc(C)cc(OC(=O)c3ccco3)c12	-2	16	-3	-10	12	16	5	1
CC1CC(NC(=O)CC#N)CC(C)(C)C1 (stereo not given)	-12	3	3	-6	1	5	5	7
Cc1cc(C)c(C2=CC(=O)C[C@H](c3ccc4c(c3)OCO4)C2)c(C)c1	15	2	3	7	9	16	-7	-2
CC(=O)c1ccc(NC(=O)COc2ccc3c(c2)OCO3)cc1	3	2	-2	-4	2	7	-5	18
COCCN(CCOC)c1ncnc2c1cnn2-c1ccccc1	8	6	13	-7	-15	3	-39	9
CC(=O)N1CCc2c(sc3c2c(=O)n(-c2ccccc2)c(=O)n3Cc2ccccc2Cl)C1	5	4	-6	0	3	13	5	-7
CCCCC[C@@H](O)c1cc2ccccc2c(=O)o1	4	10	-3	26	-7	9	-31	-10

Looked up above:
In SENP8 inh, CCCn1nc(C(=O)Oc2ccc3c(C)cc(=O)oc3c2)c2ccccc2c1=O has -1
In UBC13 inh, CC(=O)N1CCc2c(sc3c2c(=O)n(-c2ccccc2)c(=O)n3Cc2ccccc2Cl)C1 has 4

Only part of the results is shown; the hit share may differ from the screen's.
